USP1 inh – USP1/UAF1 (human) deubiquitinase inhibition | O94782 | recombinant USP1/UAF1, Ub-Rhodamine cleavage fluorescence | Potency, µM (series often up to 57.1 µM), for the others: at the highest dose activity change, negative = inhibition, usual class: inhibitors | actives 0.23% (n = 390,000); note: potency is the fitted concentration of half-maximal effect; % is set by controls: 0 for no effect and ±100 for the full control effect; nearly all actives have a fitted effect of over 60% in size; inactives centre near -12
Target sequence (O94782 whole entry, looked up): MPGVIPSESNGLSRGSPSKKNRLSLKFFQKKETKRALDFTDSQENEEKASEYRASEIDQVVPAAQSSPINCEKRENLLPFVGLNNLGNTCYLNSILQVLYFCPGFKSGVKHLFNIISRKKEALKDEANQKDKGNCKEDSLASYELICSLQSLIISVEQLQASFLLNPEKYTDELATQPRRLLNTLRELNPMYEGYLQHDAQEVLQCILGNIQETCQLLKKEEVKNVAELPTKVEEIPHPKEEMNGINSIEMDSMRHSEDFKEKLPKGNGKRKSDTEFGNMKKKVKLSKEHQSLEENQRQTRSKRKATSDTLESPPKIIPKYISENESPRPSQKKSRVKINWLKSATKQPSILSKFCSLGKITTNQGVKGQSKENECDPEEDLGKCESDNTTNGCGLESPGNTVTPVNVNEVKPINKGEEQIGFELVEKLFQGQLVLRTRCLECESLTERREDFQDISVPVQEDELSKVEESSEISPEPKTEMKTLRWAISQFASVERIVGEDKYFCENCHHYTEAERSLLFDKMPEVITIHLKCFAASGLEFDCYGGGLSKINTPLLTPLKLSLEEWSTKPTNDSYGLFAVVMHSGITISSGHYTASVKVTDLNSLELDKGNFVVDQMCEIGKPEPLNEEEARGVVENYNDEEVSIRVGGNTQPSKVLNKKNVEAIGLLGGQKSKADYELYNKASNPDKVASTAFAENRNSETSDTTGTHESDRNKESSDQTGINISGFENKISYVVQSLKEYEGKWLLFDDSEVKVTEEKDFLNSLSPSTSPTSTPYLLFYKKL
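In this screen, compounds sit with the deubiquitinase complex (1nM) for 15 min at room temperature before Ub-Rho is added at 150nM final. Fluorescence rise is then followed for 6 reads every 60 seconds.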
LDHA block – blocks human lactate dehydrogenase A; P00338; purified LDHA, NADH/diaphorase-resazurin fluorescence; hits give low values; activity change, % (values are at about 110 or 230 µM); actives 0.15% (n = 480,000); in the data active = activity change below about -30%; inconclusive = mostly about -25% to -30%;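 note: plate controls were DMSO wells for no effect and wells without enzyme for full effect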
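Human LDH5 (2 nM) was incubated with 0.06 mM NADH and 0.2 mM pyruvate for 5 min at room temperature in Tris pH 7.4. Remaining NADH was coupled through diaphorase/resazurin, and resorufin fluorescence was read at 0 and 20 min.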
Glioma ERSR ind – induces the endoplasmic reticulum stress response in human glioma cells. AID 602332. Potency, µM, without a hit: at the top dose activation, hits mostly activators. actives 0.02% (n = 420,000). U87-MG GRP78 promoter luciferase reporter, 16 h; note: potency is the fitted concentration of half-maximal effect; series mostly up to about 76 µM; % of control where 0% means no effect; nearly all actives have a fitted effect of over 35% in size
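Stably transfected U87-MG human glioma cells carrying a GRP78-based luminescent sensor were seeded at 1000 cells/well, pin-dosed with compounds and incubated 16 h. Luciferase reagent was then added, and end-point luminescence was read after 10 min at room temperature.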
Vif-A3F inh – Vif-A3F binding inhibition. HeLa A3F-eYFP + Vif (tagged APOBEC3F with the HIV-1 protein that degrades it), YFP fluorescence increase. Potency, µM (doses to about 46.1 µM), inactives show at the highest dose activity, negative = active. actives 0.2% (n = 390,000). AID 602313; note: potency is the fitted concentration of half-maximal effect; % of control where 0% means no effect; nearly all actives have a fitted effect of over 65% in size
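HeLa cells stably expressing A3F-eYFP plus Vif, plated and incubated overnight at 37 deg C, then exposed to compounds overnight at 37 deg C. Blocked degradation read as raised yellow fluorescence (Ex 488/Em 500-530).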
TrxR1 substrate – is turned over as a substrate by rat TrxR1; purified TrxR1 substrate turnover, NADPH consumption readout; Potency, µM (series often up to 114 µM), for inactives: at the top dose activity change, negative = substrate turnover; actives 0.01% (n = 390,000); AID 588456; note: potency is the fitted concentration of half-maximal effect; % is set by controls: 0 for no effect and ±100 for the full control effect; nearly all actives have a fitted effect of over 50% in size
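Rat TrxR1, dispensed at 90 nM, was prereduced with 400 uM NADPH (final) for 5 min at ~22 deg C, then incubated with compound 15 min before 400 uM selenite. A first-read NADPH fluorescence drop versus no-compound background flagged substrates.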
rTrxR1 inhibitor – blocks rat thioredoxin reductase 1; O89049; recombinant rTrxR1, NADPH fluorescence consumption, selenite substrate; Potency, µM (doses to about 114 µM), for inactives: at the highest dose activity change, negative = inhibition, usual class: inhibitors; actives 1% (n = 390,000); note: potency is the fitted concentration of half-maximal effect; % is set by controls: 0 for no effect and ±100 for the full control effect; nearly all actives have a fitted effect of over 65% in size
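Rat TrxR1 (90 nM in the dispensed reagent) was pre-reduced with 400 uM NADPH for 5 min at room temperature, then incubated with compound for 15 min. After 400 uM selenite was added, NADPH fluorescence (Ex 340/Em 450 nm) was followed for 8 min.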
RGS4 inh – blocks human RGS4-accelerated GTP hydrolysis | AID 504845 | actives 0.039% (n = 390,000) | P49798 | Transcreener GDP fluorescence polarization, RGS4-accelerated GTP hydrolysis | Potency, µM (top dose mostly 114 µM), without a hit: at the highest dose activity change, negative = inhibition, usual class: inhibitors; note: potency is the fitted concentration of half-maximal effect; % is set by controls: 0 for no effect and ±100 for the full control effect; nearly all actives have a fitted effect of over 75% in size; some results filed as inactive show a strong effect at the top dose
Target sequence (P49798 whole entry, looked up): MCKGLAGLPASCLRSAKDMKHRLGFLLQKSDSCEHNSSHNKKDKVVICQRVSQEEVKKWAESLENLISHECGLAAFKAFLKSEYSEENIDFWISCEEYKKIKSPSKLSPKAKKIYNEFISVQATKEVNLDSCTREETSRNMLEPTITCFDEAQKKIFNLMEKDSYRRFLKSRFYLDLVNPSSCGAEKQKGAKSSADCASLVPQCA
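MLSMR compounds (23 nl, pin-transferred) preincubated 10 min at room temperature with a 500nM (2x) first reagent, then RGS4 at 900nM (2x) plus Transcreener GDP mix added; fluorescence polarization (620/688 nm) read before and after 90 min at 30 °C.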
mIDH1 inhibitor – blocks human mutant IDH1 R132H enzyme; O75874; IDH1-R132H enzyme, NADPH consumption, diaphorase/resazurin fluorescence; Potency, µM (highest dose often 76.6 µM), without a hit: at the top dose activity change, negative = inhibition, actives largely listed as inhibitors; actives 0.093% (n = 390,000); note: potency is the fitted concentration of half-maximal effect; % is set by controls: 0 for no effect and ±100 for the full control effect; nearly all actives have a fitted effect of over 65% in size
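IDH1-R132H (0.5 ug/mL) preincubated 30 min with compound, then NADPH (0.016 mM) and alpha-KG (2 mM) added; 80 min at RT, pH 7.5. Remaining NADPH coupled via diaphorase/resazurin to fluorescence (540/590 nm); concentration-response curves normalized to no-enzyme control.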
Vif-APOBEC3G blk – Vif-A3G binding inhibition. actives 0.076% (n = 410,000). Potency, µM (series often up to 46.1 µM), inactives show top-dose activity, negative = active, usual class: inhibitors. HeLa A3G-eYFP + Vif (tagged APOBEC3G with the HIV-1 protein that degrades it), YFP fluorescence, overnight. Q9HC16. AID 602310;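 note: potency is the fitted concentration of half-maximal effect; % is set by controls: 0 for no effect and ±100 for the full control effect; nearly all actives have a fitted effect of over 60% in size; hits raise eYFP signal because A3G escapes Vif-driven loss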
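HeLa cells stably expressing Vif and C-terminally eYFP-tagged A3G, seeded overnight at 37 deg C, then exposed to compound by pintool overnight at 37 deg C. Rise in yellow fluorescence (Ex 488/Em 500-530, Acumen) marks blocked Vif-driven A3G degradation.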
* marks the source's active call; other numbers are inactive results; ? = inconclusive; · = not tested or not shown; [ ] = dose if it differs, or a comment. Unless noted, calls come from the whole dose curve; as a rule, active = well fitted curve in the direction sought with a large enough effect; inconclusive = small, poorly fitted or top-dose-only effect, or another doubt; inactive = no such curve, though single readings can be large; an effect the other way counts as inactive or inconclusive. Some of the compounds tested; rates above refer to the full screens.

1	O=C(Nc1cccc(NC(=O)c2sc3ccccc3c2Cl)c1)c1ccco1
2	O=C(Cn1ccc(C(F)(F)F)n1)N=Nc1c(O)[nH]c2ccc(Br)cc12
3	Cc1cccc(Nc2nnc(SCC(=O)c3c(N)n(C4CC4)c(=O)[nH]c3=O)s2)c1
4	O=S(=O)(NCc1cccnc1)c1cccc2nsnc12
5	Cc1ccc(C)c(NC(NC(=O)c2cccnc2)C(Cl)(Cl)Cl)c1 (stereo not given)
6	Cc1cc(C)c(NC(=S)N(CCN2CCCCC2)Cc2ccco2)c(C)c1
7	COc1ccc(NS(=O)(=O)c2cc(NC(=O)/C=C/c3cc(OC)ccc3OC)ccc2N2CCCCC2)cc1
8	COC(=O)c1ccc(NC(=O)C2CCCN(S(C)(=O)=O)C2)cc1 (stereo not given)
assay / entry,1,2,3,4,5,6,7,8
USP1 inh,-8%,-1%,-12%,-5%,-11%,-14%,-8%,-5%
LDHA block,-2,-4,-14,-10,4,-2,2,-8
Glioma ERSR ind,0%,2%,-2%,-3%,0%,-1%,-5%,-2%
Vif-A3F inh,-18%,-1%,3%,-10%,0%,9%,8%,15%
TrxR1 substrate,-11%,-10%,-2%,3%[57.1 µM],-4%,11%[57.1 µM],26%,-13%
rTrxR1 inhibitor,?,5%,11%,8%[57.1 µM],28%,28%[57.1 µM],-8%,-15%
RGS4 inh,7%,29%,12%,52%,-17%,-29%,-32%,-7%
mIDH1 inhibitor,8%,8%,-8%,2%,4%,1%,1%,-4%
Vif-APOBEC3G blk,-7%,-1%,2%,3%,0%,-1%,-4%,1%

9	O=C(NCC1CCCO1)c1nn2c(C(F)(F)F)cc(-c3ccco3)nc2c1Cl (stereo not given)
10	CC1CCCCN1C(=O)COC(=O)CNC(=O)c1ccc(Cl)cc1Cl (stereo not given)
11	COc1ccc(S(=O)(=O)N2CCN(C)CC2)cc1C(=O)N1CCCCC1
12	COc1ccc(NC(=O)c2ccc(S(=O)(=O)N(C)C)cc2)cc1OC
13	Clc1ccc(CN2C3=NCCN3c3ccccc32)cc1
14	CCCCC(O)(c1ccc(F)cc1)C(CN1CCOCC1)c1ccc(Cl)cc1 (stereo not given)
15	COc1ccc(-c2oc3ncnc(NCCN4CCOCC4)c3c2-c2ccc(OC)cc2)cc1
16	O=C(CSc1ncnc2nc[nH]c12)c1ccc(Cl)cc1
assay / entry,9,10,11,12,13,14,15,16
USP1 inh,-18%,-21%,-2%,0%,-8%,-22%,-12%,-6%
LDHA block,2,-2,-3,-5,-4,0,0,-2
Glioma ERSR ind,-3%,2%,-3%,2%,-4%,-3%,-3%,-2%
Vif-A3F inh,3%,-11%,11%,-2%,0%,?,1%,-5%
TrxR1 substrate,-7%,-4%,5%,-8%,7%[57.1 µM],4%,91%[activator][57.1 µM],-4%
rTrxR1 inhibitor,-20%,-3%,3%,0%[57.1 µM],7%[57.1 µM],14%,89%[activator][57.1 µM],-12%
RGS4 inh,5%,25%,?,-17%,6%,21%,4%,-29%
mIDH1 inhibitor,3%,0%,0%,2%,2%,12%,-6%,-2%
Vif-APOBEC3G blk,2%,0%,0%,3%,0%,0%,0%,?

Three entries already listed, arranged by SMILES length, lowest first.
13	Clc1ccc(CN2C3=NCCN3c3ccccc32)cc1
9	O=C(NCC1CCCO1)c1nn2c(C(F)(F)F)cc(-c3ccco3)nc2c1Cl (stereo not given)
3	Cc1cccc(Nc2nnc(SCC(=O)c3c(N)n(C4CC4)c(=O)[nH]c3=O)s2)c1
assay / entry,13,9,3
USP1 inh,-8%,-18%,-12%
LDHA block,-4,2,-14
Glioma ERSR ind,-4%,-3%,-2%
Vif-A3F inh,0%,3%,3%
TrxR1 substrate,7%[57.1 µM],-7%,-2%
rTrxR1 inhibitor,7%[57.1 µM],-20%,11%
RGS4 inh,6%,5%,12%
mIDH1 inhibitor,2%,3%,-8%
Vif-APOBEC3G blk,0%,2%,2%

Later entries.
17	O=C(CN1CCN(c2ccccc2F)CC1)c1c[nH]c2ccccc12
18	CCN(CC)CCN(Cc1cc2cc3c(cc2[nH]c1=O)OCO3)C(=S)NCc1ccco1
19	CCCCCCCNC(=O)C1CC(=O)N(C)C(=Nc2ccc(OC)cc2)S1 (stereo not given)
20	CN1CCC2(CCN3CCc4c(oc5ccccc45)C3C2)N(C)C1=O (stereo not given)
21	CCN1CCN(C(=O)c2cn(CC)c3ccc(S(=O)(=O)N(C)C)cc3c2=O)CC1
22	CN1CCN(c2ccc(S(=O)(=O)N3CCCCC3)cc2NC(=O)c2ccc(F)cc2F)CC1
23	O=C(COC(=O)CNC(=O)c1ccc2c(c1)OCO2)Nc1ncc(Cl)cc1Cl
24	COc1ccc(-c2ccc(NS(=O)(=O)c3cc(C)c(C)cc3C)cc2)nn1
assay / entry,17,18,19,20,21,22,23,24
USP1 inh,-9%,-19%,-25%,·,-18%,-23%,-27%,-24%
LDHA block,2,0,-5,·,-1,3,-2,0
Glioma ERSR ind,-3%,-4%,-5%,-4%,-4%,-3%,-2%,-4%
Vif-A3F inh,5%,10%,-10%,·,-11%,0%,0%,1%
TrxR1 substrate,-6%,42%[activator][57.1 µM],4%[57.1 µM],13%[57.1 µM],3%[57.1 µM],-6%,-3%,1%[57.1 µM]
rTrxR1 inhibitor,-20%,-2%[57.1 µM],7%[57.1 µM],15%[57.1 µM],-3%[57.1 µM],0%,-8%,19%[57.1 µM]
RGS4 inh,-7%,-16%,1%,18%[56.9 µM],2%,-2%,2%,-3%
mIDH1 inhibitor,4%,-4%,2%,·,10%,5%,12%,-14%
Vif-APOBEC3G blk,-7%,1%,1%,·,0%,-1%,-4%,1%

25	O=C(NCc1ccccn1)C1CCN(S(=O)(=O)c2cc(Cl)ccc2Cl)CC1
26	N#Cc1ccccc1NC(=O)CNc1ccc(Cl)c(C(F)(F)F)c1
27	CCc1ccc(OCC(=O)NNC(=O)c2nn(CC)c(=O)c3ccccc23)cc1
28	C=CCSc1nc(N)c(C(=O)Nc2ccccc2OC)cc1C(=O)Nc1ccccc1
29	COc1cccc(CNC(=O)CN2C(=O)CCn3nc(-c4cn(C)c5ccccc45)cc32)c1OC
30	CSc1cc(CS(=O)(=O)c2ccccc2)nc(-c2ccccc2)n1
31	O=c1[nH]nc(Cc2ccc(-c3ccccc3Cl)o2)c2ccccc12
32	Cc1cccc(C)c1OCCNC(=O)OCc1ccccc1
assay / entry,25,26,27,28,29,30,31,32
USP1 inh,-22%,-12%,-3%,-4%,-6%,-19%,-13%,?
LDHA block,-5,1,-4,-2,-2,-2,-1,1
Glioma ERSR ind,-3%,-5%,0%,-2%,-4%,1%,-4%,-1%
Vif-A3F inh,1%,-2%,-24%,-23%,4%,-8%,-1%,-6%
TrxR1 substrate,-14%,-8%,12%[57.1 µM],35%[activator],-8%[57.1 µM],?,1%[57.1 µM],8%[0.0914 µM]
rTrxR1 inhibitor,-16%,-11%,10%,?,4%[57.1 µM],21%,11%[57.1 µM],7%
RGS4 inh,7%,-29%,12%,-7%,-3%,6%,-29%,5%
mIDH1 inhibitor,0%,7%,-1%,-1%,-2%,-2%,1%,5%
Vif-APOBEC3G blk,7%,-3%,2%,-1%,2%,1%,-6%,-4%

33	CCCc1ncc(C(=O)c2ccc(OC)cc2)n1C
34	CC(C)(C)C(=O)Nc1ccc2nc(SCC(=O)N3CCOCC3)sc2c1
35	N=c1c(C(=O)NCCN2CCOCC2)cc2c(=O)n3ccccc3nc2n1CCc1ccccc1
36	O=C1CC(SC(=Nc2ccccc2)Nc2ccccc2)C(=O)N1c1cccc(Cl)c1 (stereo not given)
37	CC(C)CCNC(=O)COc1ccc2c(c1)C(=O)CC(C)(C)O2
38	Cc1ccc2nc(COc3cccc(NC(=O)c4cccc(Cl)c4)c3)cc(=O)n2c1
39	CC(=O)c1ccc(NC2=NS(=O)(=O)c3ccccc32)cc1
40	CC1CCN(C(=O)COC(=O)c2n[nH]c3ccccc23)CC1
assay / entry,33,34,35,36,37,38,39,40
USP1 inh,-3%,8%,-5%,-13%,-2%,?,3%,-10%
LDHA block,-7,-13,-4,-4,-5,-6,-1,1
Glioma ERSR ind,7%,-2%,-2%,-1%,-1%,-4%,-1%,-7%
Vif-A3F inh,-2%,-4%,9%,0%,7%,-3%,-23%,-5%
TrxR1 substrate,2%[57.1 µM],-2%,246%[activator],-12%,98%[activator][57.1 µM],8%[57.1 µM],5%,29%
rTrxR1 inhibitor,8%[57.1 µM],10%,11%,4%[57.1 µM],-33%,14%[57.1 µM],26%,8%
RGS4 inh,26%,-4%,0%,23%,17%[11.4 µM],22%,7%,-19%
mIDH1 inhibitor,4%,-8%,4%,-3%,1%,-6%,-8%,6%
Vif-APOBEC3G blk,0%,-2%,0%,-12%,-2%,-3%,2%,0%

Assay outcomes as filed in PubChem.
